From PubChem
TPT1 inhibitor – C. albicans TPT1 enzyme inhibition; recombinant caTPT1, FP RNA substrate dephosphorylation; inhibition, % at 5 µM; hit rate 0.81% among 300,000; AID 1962;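 active means inhibition above the mean of all tested compounds plus 3 SD, set per screening campaign, cut at about 24% in these data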;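 further: plate controls were DMSO alone for no effect and ferristatin control at 100 nM for full effect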
procasp7 counter – counter-screen for procaspase-3 activators: activators of human procaspase-7; P55210; recombinant procaspase-7, Ac-DEVD-pNA absorbance 405 nm; D23A/D198A/D206A triple mutant, cannot self-cleave; scale: DMSO 0, 5 µM enzyme 100; activation, % at 8.5 µM; hit rate 0.093% among 330,000; AID 463210;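 active means percent activation above the screen-wide mean plus 3 SD, cut at about 25% in these data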
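Assay system – Uncleavable procaspase-7 mutant enzyme · Quantity – 2 µM procaspase-7 mutant as dispensed · Times – 1 h preincubation, 2 h reaction · Dosing – single nominal 8.5 µM compound dose, 0.8% DMSO final · Buffer or medium – Zinc-free 50 mM HEPES buffer, pH 7.4, with NaCl and Triton X-100 · Detection – Epi-absorbance of released pNA at 405 nm, two timepoints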
PAFAH2 inh – PAFAH2 (human) inhibition | Q99487 | AID 492956 | inhibition, % at 3.39 µM | recombinant PAFAH2, FP-rhodamine activity probe, fluorescence polarization | hit rate 0.99% among 340,000;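 active means inhibition above the mean over all tested compounds plus 3 SD, cut at about 30% in these data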;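 further: inhibitors block probe labeling of enzyme so polarization drops; 0% = enzyme with DMSO and 100% = wells lacking PAFAH2 protein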
core dimer inh – blocks dimerization of HCV core protein; inhibition, % at 5 µM; AID 1899; TR-FRET GST/Flag-core106 dimerization, 1536-well; hit rate 0.33% among 300,000;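 active means inhibition above the mean of all tested compounds plus 3 SD, set per screening campaign, cut at about 45% in these data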
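Assay system – GST-tagged and Flag-tagged HCV core protein residues 1-106 · Quantity – core106 proteins, GST 13.5 nM and Flag 17 nM · Benchmarks – unlabelled core106 and no-GST-core106 wells · Read-out basis – percent inhibition of core106 dimerization signal · Detection – time-resolved FRET, ex 340 nm, em 617 and 671 nm · Schedule – 4 h at 22.5 °C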
Fh CTSL1 inh – counter-screen for PFM18AAP inhibitors: inhibitors of F. hepatica cathepsin L1. recombinant F. hepatica cathepsin L1, Z-Leu-Arg-MCA fluorescence. inhibition, % at 5.96 µM. hit rate 0.49% among 300,000;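 active means inhibition above the mean of all tested compounds plus 3 SD, set per screening campaign, cut at about 17% in these data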;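 further: 0% = plate median of test compound wells and 100% = 1 µM Z-Phe-Ala-diazomethylketone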
PP5 inh – inhibitors of human protein phosphatase 5 (PP5) | P53041 | purified PP5c, OMFP substrate fluorescence | inhibition, % at 6.7 µM | hit rate 0.18% among 320,000 | AID 1987;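 active means inhibition above the campaign's mean inhibition across all tested compounds plus 3 SD, cut at about 9.5% in these data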;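 further: 0% = DMSO only and 100% = 100 µM cantharidin control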
Target sequence (P53041 whole entry, looked up): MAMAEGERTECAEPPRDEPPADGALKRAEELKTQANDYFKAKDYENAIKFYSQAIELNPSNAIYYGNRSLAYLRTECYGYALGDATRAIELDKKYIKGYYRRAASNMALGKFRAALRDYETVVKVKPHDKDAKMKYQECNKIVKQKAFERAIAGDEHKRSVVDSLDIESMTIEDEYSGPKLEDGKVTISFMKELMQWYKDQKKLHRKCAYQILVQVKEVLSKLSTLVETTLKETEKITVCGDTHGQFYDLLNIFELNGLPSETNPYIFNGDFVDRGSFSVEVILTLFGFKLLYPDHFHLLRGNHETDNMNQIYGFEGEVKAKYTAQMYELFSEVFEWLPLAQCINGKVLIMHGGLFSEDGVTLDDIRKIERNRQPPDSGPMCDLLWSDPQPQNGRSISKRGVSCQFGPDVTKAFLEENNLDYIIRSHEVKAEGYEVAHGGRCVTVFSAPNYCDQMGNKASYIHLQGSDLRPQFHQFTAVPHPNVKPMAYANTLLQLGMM
proCasp3 act – activators of human procaspase-3. P42574. activation, % at 8.5 µM. recombinant procaspase-3 D3A, Ac-DEVD-pNA absorbance 405 nm. AID 463141. hit rate 0.11% among 330,000;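 active means activation above the mean of all tested compounds plus 3 SD, cut at about 21% in these data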;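 further: 0% = DMSO alone and 100% = DMSO wells spiked with extra 5 µM PC-3 D3A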
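Test system: Procaspase-3 D3A mutant; medium: Zinc-free HEPES/NaCl buffer with 0.01% Triton X-100 at pH 7.4; reagent: DEVD-pNA substrate; doses: one concentration, 8.5 µM nominal, 0.8% DMSO; times: 1 h preincubation plus 2 h reaction at 25 °C; signal: Epi-absorbance at 405 nm of released p-nitroaniline, 0 and 120 min; replicates: singlicate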
PP1 inh – PP1-alpha (human) inhibition in PP5 counter-screen | hit rate 0.9% among 320,000 | P62136 | inhibition, % at 6.7 µM | purified PP1alpha, OMFP fluorescence;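 active means inhibition above the mean inhibition of all tested compounds plus 3 SD, computed separately for each screening campaign, cut at about 15% in these data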
Target sequence (P62136 whole entry, looked up): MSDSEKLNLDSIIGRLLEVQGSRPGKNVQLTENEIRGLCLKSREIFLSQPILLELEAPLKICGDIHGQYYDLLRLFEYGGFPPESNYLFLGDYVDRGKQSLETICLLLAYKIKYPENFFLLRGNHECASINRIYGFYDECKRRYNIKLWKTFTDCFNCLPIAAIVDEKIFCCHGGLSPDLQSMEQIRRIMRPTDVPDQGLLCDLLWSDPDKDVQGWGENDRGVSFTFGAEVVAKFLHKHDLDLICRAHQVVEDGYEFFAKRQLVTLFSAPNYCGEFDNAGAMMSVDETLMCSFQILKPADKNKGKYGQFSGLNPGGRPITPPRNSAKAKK
AHR activator – human AHR activation; AID 2796; hit rate 2.5% among 320,000; activation, % at 5 µM; AHR-responsive luciferase reporter cells, luminescence; in the data active means activation above about 47%;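 further: 0% = vehicle wells and 100% = reference agonist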
Active calls of the source: *; / = not tested or not shown. The order is random; 5.6% or so of the library scored in one or more.

SMILES	TPT1 inhibitor	procasp7 counter	PAFAH2 inh	core dimer inh	Fh CTSL1 inh	PP5 inh	proCasp3 act	PP1 inh	AHR activator
Cc1ccccc1N/C(SCc1cccc(Br)c1)=C(/C#N)C(N)=O	3	8	1	2	2	-0.1	-6	5	16
Cc1ccc(CNS(=O)(=O)c2ccc3c(c2)NC(=O)CO3)cc1	0	3	-9	9	1	2.2	0	-1	-1
Cc1cc(S(=O)(=O)Nc2ccc3c(c2)COC3=O)ccc1F	1	3	-3	-1	3	-0.4	-4	-3	0
CCOC(=O)C1(CCCc2ccccc2)CCN(C(=O)c2cnc(C)cn2)CC1	1	5	-4	3	-3	3.6	-1	-2	-1
CCCc1cc(C(=O)N2CCCC(N3CCN(c4ccc(F)cc4)CC3)C2)no1 (stereo not given)	0	11	9	7	1	1.3	1	-4	1
COc1cc(C2C=C(C34CC5CC(CC(C5)C3)C4)NC(=S)N2)cc(OC)c1OC (stereo not given)	-3	-7	10	22	2	2.2	-9	2	2
O=C(NCc1nc(-c2ccccc2)no1)c1ccc2c(c1)OCO2	4	5	1	-1	2	-1.6	-6	-7	28
COc1cc(C(=O)NC2(C(F)(F)F)NC(=O)N(CCCc3ccccc3)C2=O)cc(OC)c1OC (stereo not given)	-1	1	7	3	7	-1.1	-7	-4	0
CCc1cc(C(=O)NNC(=S)Nc2ccccc2C)cs1	1	2	-2	-2	-1	-0.8	1	-2	2
Cc1ccc(SCCNC(=O)c2ccc(C)c(S(=O)(=O)Nc3cccc(C)c3)c2)cc1	-2	-8	-18	8	3	2.8	-2	2	0
O=C(Nc1ccc(S(=O)(=O)NCc2cccnc2)cc1)c1ccco1	-1	8	-1	-1	4	-3.4	-4	-1	4
CC(C)(C#N)NC(=O)c1ccco1	-6	4	-1	2	-5	-0.9	6	-5	0
CCCCCC[n+]1c(-c2ccc(Cl)cc2Cl)csc1Nc1ccccc1	3	2	-3	3	-3	0.9	9	0	6
O=C(Nc1ccnc(-c2cccnc2)n1)c1ccc(F)cc1	0	8	/	1	2	0.3	4	-1	29
CC(=O)c1nn(-c2cccc(C(F)(F)F)c2)c(=O)[nH]c1=O	-4	-3	6	1	1	1.0	-3	0	1
Cc1cc(C)n2nc(-c3ccc(Cl)cc3)cc2n1	0	0	7	-5	0	2.8	4	3	98*
Cc1nc2ccccc2c(=O)n1NC(=O)/C=C/c1ccccc1	1	-3	0	0	-1	2.2	0	-1	-1
O=C(O)c1ccccc1CSC1=NCCS1	-2	-23	5	-2	3	-1.2	-4	-1	-1
COCCN(C(=O)CC1CCCC1)c1c(N)n(CC(C)C)c(=O)[nH]c1=O	/	-10	-7	/	/	2.5	-2	-3	0
CCOc1ccccc1NC(=O)C(=O)N/N=C/c1cc(Br)ccc1O	2	-16	10	16	2	1.0	-19	-2	7
CN=Cc1sc2ccccc2c1O	0	-11	4	-15	1	1.4	-6	-6	10
CCOC(=O)C1CN(S(C)(=O)=O)c2cc(CC(=O)OC)ccc2O1 (stereo not given)	18	9	2	5	-1	3.4	2	1	-2
O=c1c(Cl)c(N2CCOCC2)cnn1-c1nc2ccccc2[nH]1	-3	2	3	-2	0	-1.8	5	-4	1
COc1ccc(NC(=O)CN2C(=O)NC(C)(c3ccc4c(c3)OCO4)C2=O)cc1S(N)(=O)=O (stereo not given)	/	6	-3	/	/	/	8	/	1
Cc1cc(NC(=O)CSCc2ccccc2C)no1	2	12	3	2	-1	0.7	-2	-2	0
Cc1cccc(Cn2cc3c(=O)n(Cc4cccc(F)c4)nc-3c3ccccc32)c1	0	2	2	1	5	-0.1	-7	-5	0
COc1ccccc1N(C)S(=O)(=O)c1ccc(C(=O)Nc2ccncc2)cc1	0	5	0	-4	9	0.5	11	-2	11
Cc1nn(CCCC(=O)NCc2ccc(Cl)cc2)c(C)c1[N+](=O)[O-]	0	5	-1	-7	-4	2.8	3	0	2
COc1cccc(-c2csc(N3CCN(C(=S)Nc4cccc(Cl)c4)CC3)n2)c1	-4	-9	-3	-4	-1	3.0	-4	3	23
O=C1CCCC/C1=C/NCc1ccccc1	-1	8	8	4	-1	-1.7	0	-3	0
CSc1ccc(CNCCN2CCOCC2)cc1	3	7	1	2	-1	-1.0	0	-3	-1
CC(=O)c1c(C)[nH]c(C(=O)OCC(=O)NNC(=O)c2ccc([N+](=O)[O-])cc2)c1C	/	-4	3	/	/	/	-2	/	2
CCN(CC)c1ccc(NC(=O)c2nc3nc(C)cc(C(F)F)n3n2)cc1	3	2	1	-8	-1	-2.6	0	0	1
Cc1ccc(S(=O)(=O)N2CCCN(S(=O)(=O)c3ccc4c(c3)OCCO4)CC2)cc1	-1	4	-2	5	0	1.9	8	-2	0
CCOC(=O)CNC(=O)CNC(=O)c1ccc(OC(C)C)cc1	-4	0	/	-3	6	-2.5	-9	-4	-3
COc1cccc(NC(=O)CN(C)C(=O)c2ccc(N3CCCCC3)c([N+](=O)[O-])c2)c1	/	-5	0	/	/	6.1	8	0	0
C#CCOCCOCCOCCNc1nc(N2CCOCC2)nc(N2CCN(C(=O)[C@H]([C@@H](C)CC)n3cc([C@@H](N)CO)nn3)CC2)n1	-1	2	-2	6	0	2.9	13	-1	4
NC(=O)Cn1c2[n+](c3ccccc31)CC(O)CS2 (stereo not given)	0	6	5	-2	-4	1.9	-6	-2	-2
CCC(c1nnnn1Cc1ccco1)N1CCC(C(N)=O)CC1 (stereo not given)	-1	11	10	2	0	-0.7	-8	-4	2
CCCC(C)C(=O)Nc1ccc(NC(C)=O)cc1 (stereo not given)	-3	19	1	-10	1	0.5	3	-1	3
CCOc1ccc(C(=O)NCCCN(CC)CC)cc1	3	-4	0	-1	-1	-3.8	9	-2	7
COCCNC(=O)C(=O)NNS(=O)(=O)c1ccc2ccccc2c1	2	-8	-2	-4	-1	2.4	-7	-5	-1
CCCOc1ccc(/C=N/NC(=O)c2nnn(-c3nonc3N)c2-c2cccs2)cc1OC	0	7	3	24	2	3.5	0	-3	3
O=C(NC(=S)Nc1ccc2c(c1)OCCO2)c1ccccc1	-5	6	-9	-2	5	2.5	-10	1	-1
Cc1ccc(NC(CC(=O)c2ccccc2)C(=O)O)cc1Cl (stereo not given)	7	-30	1	7	-1	-0.4	-16	-4	24
CN(C)/C=N/C1=C(C#N)C(c2ccc(Br)cc2)c2ccc3ccccc3c2O1 (stereo not given)	-5	14	-3	9	-1	1.2	29*	4	20
O=C(Oc1ccnc2cc(Cl)ccc12)N1CCCCCC1	1	-4	-2	2	-1	0.8	-12	0	3
CSCC[C@H](NC(=O)[C@@H]1Cc2ccccc2CN1)C(=O)Nc1cccc(C)c1	5	-3	8	-7	2	2.4	0	0	1
CC(C)Oc1ccc(C(=O)N2CCCc3ccccc32)cc1	2	5	-1	12	-1	0.5	-2	1	10
COCCSc1nnc(NC(=O)C2CC(=O)N(c3ccc(OC)cc3)C2)s1 (stereo not given)	0	3	7	-2	-1	3.9	9	-1	-1
C=CCNC(=O)C(=O)N/N=C/c1cccc(Br)c1	2	-5	-2	9	-2	0.2	0	-4	10
COc1ccc(N2CCN(S(=O)(=O)/C=C/c3ccccc3)CC2)cc1	-5	4	-9	-6	-2	1.4	-7	-4	-1
Cc1ccc(NC(=O)CSc2n[nH]c(-c3ccncc3)n2)c(C)c1	1	-1	-1	1	8	0.7	-3	0	1
c1ccc2c(c1)nc(NCc1ccc3c(c1)OCO3)n2CCN1CCOCC1	-1	-7	2	-7	0	0.8	7	2	5
CC(=O)Oc1ccccc1/C=C/c1ccc2ccccc2[n+]1C	2	-13	2	-5	-4	3.1	6	2	111*
Cc1ccc(-c2nc3c(c(SCC(=O)N4CCOCC4)n2)Cc2c(CO)cnc(C)c2O3)cc1	-6	1	5	9	6	-1.7	5	0	-2
O=C1NC(=Nc2cccnc2)S/C1=C\c1cccc(F)c1	22	10	-10	2	1	0.1	6	-1	7
Clc1ccc(-c2ccc(CNCC3CCCO3)o2)cc1 (stereo not given)	-3	11	3	1	-2	-0.7	0	-2	3
Oc1ccc(Nc2nc(-c3cccs3)cs2)cc1	4	-20	-11	40	0	1.4	-6	7	0

Reformatted as comma-separated lines: entries from further up
mol,TPT1 inhibitor,procasp7 counter,PAFAH2 inh,core dimer inh,Fh CTSL1 inh,PP5 inh,proCasp3 act,PP1 inh,AHR activator
CSCC[C@H](NC(=O)[C@@H]1Cc2ccccc2CN1)C(=O)Nc1cccc(C)c1,5,-3,8,-7,2,2.4,0,0,1
CC(C)Oc1ccc(C(=O)N2CCCc3ccccc32)cc1,2,5,-1,12,-1,0.5,-2,1,10
COCCSc1nnc(NC(=O)C2CC(=O)N(c3ccc(OC)cc3)C2)s1 (stereo not given),0,3,7,-2,-1,3.9,9,-1,-1
C=CCNC(=O)C(=O)N/N=C/c1cccc(Br)c1,2,-5,-2,9,-2,0.2,0,-4,10
COc1ccc(N2CCN(S(=O)(=O)/C=C/c3ccccc3)CC2)cc1,-5,4,-9,-6,-2,1.4,-7,-4,-1
Cc1ccc(NC(=O)CSc2n[nH]c(-c3ccncc3)n2)c(C)c1,1,-1,-1,1,8,0.7,-3,0,1
c1ccc2c(c1)nc(NCc1ccc3c(c1)OCO3)n2CCN1CCOCC1,-1,-7,2,-7,0,0.8,7,2,5
CC(=O)Oc1ccccc1/C=C/c1ccc2ccccc2[n+]1C,2,-13,2,-5,-4,3.1,6,2,111*
Cc1ccc(-c2nc3c(c(SCC(=O)N4CCOCC4)n2)Cc2c(CO)cnc(C)c2O3)cc1,-6,1,5,9,6,-1.7,5,0,-2
O=C1NC(=Nc2cccnc2)S/C1=C\c1cccc(F)c1,22,10,-10,2,1,0.1,6,-1,7
Clc1ccc(-c2ccc(CNCC3CCCO3)o2)cc1 (stereo not given),-3,11,3,1,-2,-0.7,0,-2,3
Oc1ccc(Nc2nc(-c3cccs3)cs2)cc1,4,-20,-11,40,0,1.4,-6,7,0
